Screening results (PubChem)
NTR1 agonist = agonists of NTR1, primary screen, imaging, U2OS cells, beta-arrestin-GFP, high content (AID 493036); NTR1-U2OS beta-arrestin-GFP spot imaging, agonist mode; P30989; actives 0.17% (n = 330,000); activation, % at 20 µM;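 active = activation at or above 40% of the spot to cytoplasm intensity ratio, with at least 20 cells analyzed; inconclusive = wells under 20 cells, flagged as cytotoxic or low count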;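 note: 0% = DMSO without peptide and 100% = 100 nM NTR1 peptide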
Target sequence (P30989 whole entry, looked up): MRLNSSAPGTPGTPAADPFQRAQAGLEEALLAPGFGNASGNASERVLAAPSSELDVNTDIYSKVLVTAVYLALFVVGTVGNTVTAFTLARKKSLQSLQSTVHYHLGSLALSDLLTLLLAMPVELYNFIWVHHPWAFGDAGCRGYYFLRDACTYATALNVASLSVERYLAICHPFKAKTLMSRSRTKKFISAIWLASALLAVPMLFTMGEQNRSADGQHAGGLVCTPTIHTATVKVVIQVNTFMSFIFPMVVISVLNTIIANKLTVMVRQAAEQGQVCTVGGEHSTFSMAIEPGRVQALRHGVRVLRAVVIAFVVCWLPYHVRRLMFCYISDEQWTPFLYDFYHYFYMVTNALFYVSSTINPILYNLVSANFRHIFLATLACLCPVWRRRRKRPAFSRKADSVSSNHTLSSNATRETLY
AID2073 = inhibitors of Mint1-CaV2.2 protein interaction, biochemical, HTRF (AID 2073). HTRF protein-protein interaction, Mint1-CaV2.2; higher % means a stronger effect. one-dose inhibition, % at 20 µM; IC50 in µM for titrated hits. actives 0.19% (n = 290,000); in the data active = inhibition mostly above about 51%, no sharp cut-off; inconclusive = no clear call, values can overlap the other calls; inactive = mostly below about 53%; note: some results filed as inactive read as strong as hits
Siah-1 displacement = Siah-1 peptide-binding antagonists, primary screen, biochemical, fluorescence polarization, rhodamine-plectin, uHTS (AID 1817). actives 0.02% (n = 290,000). displacement, % at 20 µM, or IC50 in µM where a hit was titrated. Siah-1 / rhodamine-plectin peptide fluorescence polarization; higher % means a stronger effect;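 active = displacement of at least 50% at 20 µM, with a fluorescence ratio check between 0.3 and a set limit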;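 note: plate controls were Siah plus tracer with DMSO for no effect and tracer alone without Siah for full effect; strong numbers were not always called active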
West Nile antiviral = inhibition of WNV-induced cytopathic effect – cell-based, CPE readout (AID 1621) | CPE inhibition, % at 10 µM; hits with a dose series show IC50 in µM | West Nile virus-infected cells, CPE inhibition; higher % means a stronger effect | actives 0.02% (n = 290,000); in the data active = a potency from the dose series; inconclusive = CPE inhibition mostly from about 3.7% at the one dose, without a potency; inactive = the rest, 99 in 100 with CPE inhibition below about 2.2%; note: strong numbers were not always called active
RSV antiviral HEp-2 = RSV antiviral activity via CPE protection, HEp-2 cells, primary 10 µM value included (AID 2391). HEp-2 cells, RSV-induced CPE inhibition; higher % means a stronger effect. CPE inhibition, % at 10 µM; hits with a dose series show IC50 in µM. actives 0.13% (n = 310,000); in the data active = a potency from the dose series; inconclusive = CPE inhibition mostly from about 23% at the one dose, without a potency; inactive = the rest, 99 in 100 with CPE inhibition below about 21%; note: strong numbers were not always called active
Dengue-2 NS5 capping = flavivirus cap methylation enzyme inhibition – biochemical, confirmation dose response, primary screen (AID 588689); Dengue-2 NS5 methyltransferase capping enzyme assay, biochemical; higher % means a stronger effect; actives 0.3% (n = 340,000); one-dose inhibition, % at 25 µM; IC50 in µM for titrated hits; in the data active = a potency from the dose series; inconclusive = inhibition above about 29% without an active follow-up result
SV40 large T antigen = SV40 large T antigen inhibitors, biochemical (AID 1903). SV40 large T antigen ATPase/helicase inhibition assay; higher % means a stronger effect. one-dose inhibition, % at 20 µM; IC50 in µM for titrated hits. actives 0.39% (n = 310,000); in the data active = a potency from the dose series; inconclusive = inhibition mostly from about 32% at the one dose, without a potency; inactive = the rest, 99 in 100 with inhibition below about 32%; note: strong numbers were not always called active
MgcRacGAP inhibition = MgcRacGAP GTPase-activating activity inhibitors, confirmation, biochemical, ADP Hunter fluorescence; inhibition, % at 30 µM, or IC50 in µM where a hit was titrated; MgcRacGAP-stimulated Rac1 GTP hydrolysis, ADP Hunter fluorescence; higher % means a stronger effect; GST-tagged Rac1 F28L mutant substrate; actives 0.6% (n = 340,000);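 active = first-screen hits whose inhibition reached a set limit at any dose in the follow-up dose series; inconclusive = inhibition above the set first-screen limit but never retested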;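 note: fluorescence reports GDP produced by GAP-driven GTP hydrolysis; strong numbers were not always called active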
K1F lysis inhibition = inhibition of K1F phage lysis, E. coli UTI89, bacterial capsule biogenesis inhibitors, alamar blue (AID 488966). one-dose inhibition, % at 100 µM; IC50 in µM for titrated hits. actives 0.02% (n = 340,000). E. coli UTI89 K1F phage lysis, alamar blue, 2 h; higher % means a stronger effect;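 active = phage lysis inhibition, versus mean bacterial control, above a set limit; inconclusive = no clear call, values can overlap the other calls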;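 note: capsule biogenesis inhibitors block K1F phage lysis so surviving cells raise fluorescence; higher fluorescence means more inhibition of phage lysis; actives were called in the ten point dose series up to 300 µM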
NTR1 agonist cell count 20 µM = second read-out of NTR1 agonist, no call of its own (marks repeat the call); cell count; measured here: cell count, cytotoxicity flag
Dengue-2 NS5 capping pilot replicate = also measured in Dengue-2 NS5 capping; calls as there; inhibition, %; measured here: pilot screen replicate inhibition
* = called active by the depositor; u = inconclusive; x = not tested or not shown; & = joins results of further samples; [ ] = remark or other dose.

SMILES | NTR1 agonist | NTR1 agonist cell count 20 µM | AID2073 | Siah-1 displacement | West Nile antiviral | RSV antiviral HEp-2 | Dengue-2 NS5 capping | SV40 large T antigen | MgcRacGAP inhibition | K1F lysis inhibition | others
COC(=O)/C(=C1/Oc2ccc(C)cc2S1)C(F)(F)F | -1.8 | 80 | 3% | 4% | 0.3% | 1.1% | 3% | 7% | 0% | 0.4%
CC(C)c1cc(NCCOCCO)n2c(nc3ccccc32)c1C#N | 4.1 | 53 | 35% | -4% | 1.9% | 1.8% | 7% | 6% | 7% | 0.3%
CN1CCN(c2oc(Cc3cccc4ccccc34)nc2C#N)CC1 | 0.8 | 43 | 6% | 0% | 0.0% | -1.2% | 1% | 16% | -10% | 0.7%
COc1ccc(NS(=O)(=O)c2ccc(C)c(C(=O)NCC(c3ccco3)N(C)C)c2)cc1 (stereo not drawn) | 1.3 | 72 | x | x | x | 0.7% | -4% | 9% | 8% | 1.5%[50 µM]
O=c1c2cccnc2[nH]c(=S)n1CCCN1CCN(c2ccc(F)cc2)CC1 | -0.5 | 92 | -19% | 0% | -0.4% | 8.4% | -3% | 11% | 3% | 0.0%
Cc1ccc(C)c(OCc2cc(C(=O)N3CCC(N4CCCC(O)C4)CC3)no2)c1 (stereo not drawn) | -0.2 | 70 | 10% | -3% | -0.4% | -0.9% | -8% | 10% | 14% | 0.6%
CCC1CCCCN1CCCNC(=O)c1ccc(CS(=O)(=O)Cc2ccc(Cl)cc2)o1 (stereo not drawn) | -1.3 | 84 | 7% | 1% | 0.2% | -0.3% | -8% | 13% | 8% | 0.3%
CN(C)C(/C=C/Nc1ccc(O)cc1)=C(C#N)C#N | 0.3 | 100 | -3% | 10% | x | 0.0% | x | 22% | 7% | -0.2%
CCOCc1cnc(C)nc1NCC(=O)c1c(C)n(C)c2ccc(OC)cc12 | x | x | -5% | 4% | 0.2% | x | -1% | 9% | 6% | 0.6%
CCn1c2ccc(/C(C)=N\O)cc2c2cc(/C(C)=N\O)ccc21 | 2.9 | 57 | 8% | 5% | 0.1% | 1.8% | 6% | 12% | 8% | 0.3%
N#Cc1ccccc1NC(=O)Nc1cccs1 | 0.0 | 50 | -11% | 1% | 0.1% | 0.4% | 1% | 11% | 6% | -0.4%
COc1cccc(CNC(=O)c2nnn(CC(=O)Nc3ccc(C)c(C)c3)c2N)c1 | -0.6 | 91 | -4% | 16% | 1.0% | 5.4% | -4% | 6% | 2% | -0.2%
CCCCCc1cc(=O)oc2c(C(CCN3CCCC(C)C3)c3ccc4c(c3)OCO4)c(OC)cc(OC)c12 (stereo not drawn) | 35 | 72 | 15% | -5% | u | -3.8% | 3% | 5% | 4% | -1.8%
O=C(COC(=O)/C=C/c1cccc(Br)c1)NC1CCCCCC1 | -1.6 | 62 | x | x | x | 0.9% | 1% | x | 5% | 0.6%[50 µM]
CC(C)(C)OC(=O)N1CCN(c2ccc(NC(=O)Cn3nnc(-c4ccccc4)n3)cc2)CC1 | 7.1 | 42 | 10% | 6% | 0.0% | 1.8% | -12% | 3% | 6% | 0.6%
COc1ccccc1NC(C)=[N+](C)CCNS(=O)(=O)c1ccc(Cl)cc1 | 0.4 | 55 | -5% | 2% | -0.3% | -0.4% | -7% | 11% | 5% | 0.2%[50 µM]
COc1ccccc1NC(=O)c1c(O)c2ccccc2[nH]c1=O | -2.6 | 38 | 28% | 3% | 0.5% | 1.5% | -2% | 7% | -2% | -0.1%
COCCNC(=S)N(CCc1c(C)[nH]c2ccc(C)cc12)Cc1cccnc1 | 1.5 | 90 | -3% | 2% | -0.4% | 1.2% | -3% | 8% | 5% | 0.2%
COCCCNC(=O)CN(c1cc(Cl)ccc1OC)S(=O)(=O)c1ccc(C)c([N+](=O)[O-])c1 | -0.4 | 56 | -7% | 8% | -1.2% | -0.4% | x | 9% | 2% | 0.3%
CCNS(=O)(=O)c1ccc(CCC(=O)N2CCN(Cc3ccccc3)CC2)cc1 | 1.1 | 61 | -10% | -3% | 0.1% | 1.0% | 0% | 3% | 12% | 0.0%
O=C(COC(=O)Cc1ccc(Cl)cc1)Nc1cc(S(=O)(=O)N2CCOCC2)ccc1N1CCCC1 | 0.6 | 63 | 0% | 2% | -0.2% | 1.5% | -7% | 5% | 0% | -4.6%
COc1ccccc1OCCNC(=O)CCNC(=O)c1ccccc1OC | 0.2 | 67 | x | x | x | 0.0% | -2% | x | 5% | 0.4%[50 µM]
CC(C)(C)c1ccccc1NC(=S)NCc1ccccc1 | 3.3 | 51 | 3% | -6% | -0.5% | 1.9% | -4% | 10% | 8% | 3.4%
Cc1c(NC(=O)c2c(N)sc3c2CCCC3)c(=O)n(-c2ccccc2)n1C | -0.2 | 58 | 18% | -9% | -0.8% | 2.3% | 11% | 8% | 16% | 0.0%
COC(=O)CN1C(=S)N(c2ccc(F)cc2)C(=O)C1CC(=O)Nc1ccc(F)cc1 (stereo not drawn) | 2.1 | 59 | -12% | 3% | 0.0% | 3.9% | 2% | 3% | -18% | -2.7%

Ordered by count of non-hydrogen atoms (rising): three of the compounds above
SMILES | NTR1 agonist | NTR1 agonist cell count 20 µM | AID2073 | Siah-1 displacement | West Nile antiviral | RSV antiviral HEp-2 | Dengue-2 NS5 capping | SV40 large T antigen | MgcRacGAP inhibition | K1F lysis inhibition | others
CC(C)(C)c1ccccc1NC(=S)NCc1ccccc1 | 3.3 | 51 | 3% | -6% | -0.5% | 1.9% | -4% | 10% | 8% | 3.4%
CN1CCN(c2oc(Cc3cccc4ccccc34)nc2C#N)CC1 | 0.8 | 43 | 6% | 0% | 0.0% | -1.2% | 1% | 16% | -10% | 0.7%
CCNS(=O)(=O)c1ccc(CCC(=O)N2CCN(Cc3ccccc3)CC2)cc1 | 1.1 | 61 | -10% | -3% | 0.1% | 1.0% | 0% | 3% | 12% | 0.0%

The listing picks up, starting four compounds before the break.
SMILES | NTR1 agonist | NTR1 agonist cell count 20 µM | AID2073 | Siah-1 displacement | West Nile antiviral | RSV antiviral HEp-2 | Dengue-2 NS5 capping | SV40 large T antigen | MgcRacGAP inhibition | K1F lysis inhibition | others
COc1ccccc1OCCNC(=O)CCNC(=O)c1ccccc1OC | 0.2 | 67 | x | x | x | 0.0% | -2% | x | 5% | 0.4%[50 µM]
CC(C)(C)c1ccccc1NC(=S)NCc1ccccc1 | 3.3 | 51 | 3% | -6% | -0.5% | 1.9% | -4% | 10% | 8% | 3.4%
Cc1c(NC(=O)c2c(N)sc3c2CCCC3)c(=O)n(-c2ccccc2)n1C | -0.2 | 58 | 18% | -9% | -0.8% | 2.3% | 11% | 8% | 16% | 0.0%
COC(=O)CN1C(=S)N(c2ccc(F)cc2)C(=O)C1CC(=O)Nc1ccc(F)cc1 (stereo not drawn) | 2.1 | 59 | -12% | 3% | 0.0% | 3.9% | 2% | 3% | -18% | -2.7%
CCOC(=O)C1CCN(S(=O)(=O)c2cccc(-c3cn4cc(C)ccc4n3)c2)CC1 | 3.8 | 46 | 3% | 4% | -0.1% | -0.1% | 2% | 5% | 13% | 1.8%
O=C(Cc1ccc(N2CCNC2=O)cc1)N1CCCC(Nc2cccc(F)c2)C1 (stereo not drawn) | 0.7 | 51 | 8% | -4% | 3.2% | 1.6% | -2% | -1% | 12% | -0.1%
Cc1ccccc1C(=O)NC(=S)NCc1ccccc1 | 0.4 | 73 | -4% | 5% | -1.2% | 1.7% | -1% | 14% | 7% | 0.3% | Dengue-2 NS5 capping pilot replicate=-2.4
O=C(Nc1cccc(F)c1)NC1CCCCCCC1 | 0.5 | 74 | -5% | 0% | -1.2% | u | -8% | 11% | 6% | 0.7%
COc1cc(NS(=O)(=O)c2ccc(NC(=O)/C(=C\c3ccccc3OC)NC(=O)c3ccccc3)cc2)nc(OC)n1 | -0.2 | 51 | 10% | 1% | -0.1% | -0.1% | 9% | 10% | -2% | 2.2%
COc1ccccc1C(=O)Nc1c2c(nn1-c1ccc(Cl)cc1)CS(=O)(=O)C2 | 3.5 | 71 | 12% | 25% | 0.1% | 2.4% | 0% | 4% | -2% | 0.3%[50 µM]
CC(=O)N1c2ccc(S(=O)(=O)N(C)Cc3ccco3)cc2CC1C (stereo not drawn) | -0.2 | 66 | 11% | 12% | 0.7% | 1.9% | -14% | -1% | 0% | 0.5%
CC(=O)Nc1cc(C(=O)OCc2cccc([N+](=O)[O-])c2)ccc1C | 0.3 | 80 | 3% | 6% | -0.8% | 2.2% | x | 9% | 6% | 5.1%
c1ccc(CCC2=NCCn3cccc32)cc1 | 0.8 | 42 | 1% | 0% | 0.0% | -1.1% | -15%&0% | 2% | -1%&0% | -1.2%&6.0%
O=C(Cn1c(=O)c2c(ncn2Cc2ccccc2)n(Cc2ccccc2)c1=O)NC1CC1 | -0.1 | 72 | -5% | 2% | -0.1% | 1.8% | -11% | 2% | 9% | 4.4%
CCOc1ccccc1NC(=O)C1CC2CCCC(C1)C2=O (stereo not drawn) | 1.7 | 74 | 0% | 1% | -0.1% | 0.6% | 1% | 15% | 0% | -0.2% | Dengue-2 NS5 capping pilot replicate=-0.6
CC1Cc2ccccc2N1c1ncnc(N)c1[N+](=O)[O-] (stereo not drawn) | 0.1 | 47 | -13% | 3% | 0.5% | 11% | -5% | -6% | 9% | 0.6%
CCN(CC(=O)N1CCc2ccccc2C1)S(=O)(=O)c1ccc2ccccc2c1 | -0.4 | 53 | -6% | 0% | 0.2% | -0.8% | -9% | 4% | 6% | 10%
CCCCn1c(CCNC(=O)c2cccs2)nc2ccccc21 | 0.5 | 68 | 6% | -1% | -0.5% | 3.0% | -7% | 0% | -1% | 0.1%
COc1cccc(C2=NOC(C(=O)Nc3cccnc3Cl)C2)c1 (stereo not drawn) | -0.6 | 90 | -4% | 8% | -0.3% | 2.1% | x | 4% | 3% | 6.2%
CN(C)c1nc2sc3c(c2c(=O)n1C)CC(C)(C)OC3 | -1.3 | 37 | -5% | -1% | 0.2% | -0.1% | -1% | 6% | 13% | 0.5%
COc1ccc(CN=C(Nc2ccccc2)SC2CC(=O)N(C)C2=O)cc1 (stereo not drawn) | -0.3 | 56 | 5% | -7% | -0.6% | 0.9% | -6% | -1% | 6% | -5.9%
O=c1cc(-c2ccccc2)oc2ccc(O)cc12 | 1.2 | 56 | 17% | -4% | -0.6% | -3.9% | -12% | 13% | 16% | 2.5%[50 µM]
Cc1ccsc1C(=O)OCC(=O)N(Cc1ccccc1)C(C)C | -0.8 | 58 | x | x | x | x | 1% | x | 2% | 1.4%
Cc1ccc(NC(=O)COC(=O)CSC(=S)N2CCOCC2)cc1 | 0.1 | 28 | -15% | -5% | 0.7% | 2.3% | -4% | 13% | 2% | -0.6%
